SUMO Mot1 rescue: inhibitors of SUMOylation pathway: yeast Mot1-301 growth rescue; S. cerevisiae Mot1-301 growth rescue, ATP luminescence, 38.5C; percent above DMSO median, 100 means doubled; growth rescue, % at 18.8 µM; 1% of 320,000 active;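 active = every valid replicate shows activation above 250% relative to neutral control wells; inactive = the rest, any valid replicate at or below 250%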;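 note: OY570 slx delta 5 strain wells were the positive control but not used for scaling; some compounds called inactive have numbers as strong as hits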
CDK5 p35 inh: inhibitors of human CDK5/p35 kinase; Q00535+Q15078; Recombinant CDK5/p35, ADP-Glo luminescence, 60 min; inhibition, % at 10 µM; 0.01% of 330,000 active; AID 488839;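 active = highest replicate inhibition of at least 50% and at least 75% of replicates reaching 50%; inconclusive = only one of the two criteria met; inactive = both criteria failed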;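 note: plate controls were DMSO neutral control for no effect and GW8510 at 10 µM for full effect; many of its hits are not listed in these tables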
Target sequence (Q00535 whole entry, looked up): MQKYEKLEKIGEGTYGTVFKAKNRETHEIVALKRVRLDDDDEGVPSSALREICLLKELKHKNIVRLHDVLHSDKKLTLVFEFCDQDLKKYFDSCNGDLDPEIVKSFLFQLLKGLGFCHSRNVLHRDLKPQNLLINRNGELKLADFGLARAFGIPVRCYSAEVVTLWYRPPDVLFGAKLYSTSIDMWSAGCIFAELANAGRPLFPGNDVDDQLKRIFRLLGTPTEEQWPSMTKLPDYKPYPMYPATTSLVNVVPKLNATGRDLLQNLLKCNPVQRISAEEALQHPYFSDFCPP
Target sequence (Q15078 whole entry, looked up): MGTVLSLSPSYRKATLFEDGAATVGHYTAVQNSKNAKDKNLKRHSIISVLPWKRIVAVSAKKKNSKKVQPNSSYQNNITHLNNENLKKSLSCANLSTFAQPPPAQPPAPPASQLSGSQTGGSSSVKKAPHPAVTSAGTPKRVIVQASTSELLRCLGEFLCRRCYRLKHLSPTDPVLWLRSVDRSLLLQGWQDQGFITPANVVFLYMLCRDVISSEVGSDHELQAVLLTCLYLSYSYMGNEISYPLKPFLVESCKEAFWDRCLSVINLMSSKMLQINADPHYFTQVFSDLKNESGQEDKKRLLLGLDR
PfHsp90 set2: growth inhibition of yeast expressing Plasmodium Hsp90; S. cerevisiae expressing PfHsp90, BacTiter-Glo ATP, 48 h; yeast lacking PDR1 and PDR3 efflux regulators; inhibition, % at 9.4 µM; 0.32% of 310,000 active; AID 504621;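 active = every replicate shows inhibition above about 80%, whatever the replicate mean, limit read from the data; inconclusive = mean inhibition reaches the set limit but some replicate falls short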;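 note: 0% = DMSO neutral controls and 100% = 20 µM radicicol positive controls; yeast relying on Plasmodium falciparum Hsp90 in place of its own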
PvdQ inh: blocks Pseudomonas aeruginosa PvdQ acylase activity. purified PvdQ acylase, fluorescence plate reader. inhibition, % at 10 µM. 0.063% of 340,000 active. AID 488965; in the data active = inhibition above about 30%, passing the limit was not always enough; inconclusive = no clear call, values can overlap the other calls;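 note: 0% = vehicle neutral wells and 100% = reference inhibitor wells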
Keap1 Nrf2 FP: Keap1-Nrf2 (human) interaction inhibition. Keap1 Kelch-Nrf2 peptide fluorescence polarization, 1536-well. inhibition, % at 9.4 µM. 0.15% of 340,000 active; in the data active = inhibition above about 12%; inconclusive = no clear call, values can overlap the other calls; inactive = below about 7.3%;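 note: human Keap1 Kelch domain with fluorescein labeled Nrf2 9mer peptide probe; 0% = neutral control wells and 100% = peptide positive control; higher means more block of Keap1 binding to Nrf2 peptide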
Rtt109 HAT inh: inhibitors of Candida albicans Rtt109/Vps75 histone acetyltransferase. Q5AAJ8. purified Rtt109/Vps75, ThioGlo CoA-SH fluorescence, 4 h. inhibition, % at 34.9 µM. 0.16% of 330,000 active;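 active = inhibition of at least 50% in every replicate; inconclusive = best replicate reaches 50% inhibition but some replicates fall short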
Target sequence (Q5AAJ8 whole entry, looked up): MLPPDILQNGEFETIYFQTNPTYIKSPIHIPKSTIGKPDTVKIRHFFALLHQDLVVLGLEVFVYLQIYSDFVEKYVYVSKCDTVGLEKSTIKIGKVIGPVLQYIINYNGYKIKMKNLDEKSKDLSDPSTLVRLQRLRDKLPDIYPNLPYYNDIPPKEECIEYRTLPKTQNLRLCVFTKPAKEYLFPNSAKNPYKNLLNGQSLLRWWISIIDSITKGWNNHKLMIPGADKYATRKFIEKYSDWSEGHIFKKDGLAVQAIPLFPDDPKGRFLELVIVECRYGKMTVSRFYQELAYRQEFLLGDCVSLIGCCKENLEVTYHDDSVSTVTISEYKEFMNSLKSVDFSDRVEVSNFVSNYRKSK
NSD2 inh: NSD2 (human) methyltransferase inhibition; O96028; NSD2 peptide methylation, AlphaScreen, 120 min; inhibition, % at 12.5 µM; 0.54% of 310,000 active; AID 743445; in the data active = inhibition above about 50%
LANA DNA inh: KSHV C-LANA DNA binding inhibition. inhibition, % at 9 µM. MBP-C-LANA/FAM-LBS DNA binding, fluorescence polarization. 0.078% of 340,000 active. AID 504423;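 active = highest replicate inhibition at or above 60% at 9 µM, even if other replicates fall short; inactive = all replicates below 60% inhibition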;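 note: 0% = neutral control wells and 100% = 4 µM acridine orange control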
dFosB activator: enhances mouse delta FosB homodimer DNA binding. P13346. purified delta FosB, TAMRA-CDK5 oligo fluorescence polarization; percent of positive-control signal above neutral wells. activation, % at 25 µM. 0.99% of 340,000 active;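 active = mean activation above about 17%, with every replicate also reaching it, limit read from the data, passing the limit was not always enough; inconclusive = only one of the two conditions met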;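 note: fluorescence polarization rise as delta FosB binds a TAMRA Cdk5 AP-1 oligo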
RTF Ca sens inh: cardiac RTF calcium desensitization; P19429+P45379; IANBD-labeled cardiac RTF, Ca2+ fluorescence; inhibition, % at 7.15 µM; 0.12% of 340,000 active; AID 493244;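 active = inhibition above the mean inhibition of all tested compounds plus 3 SD, cut at about 17% in these data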;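 note: assay run at fixed EC70 calcium of 1.6 mM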
cardiac RTF act: cardiac RTF calcium sensitization. P19429+P45379. IANBD-labeled TnC RTF fluorescence at EC20 calcium; 0% EC20 calcium, 100% full calcium. activation, % at 7.2 µM. 0.24% of 340,000 active. AID 493008;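 active = activation above the mean over all tested compounds plus 3 SD, cut at about 30% in these data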;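 note: rise in fluorescence read as greater calcium sensitivity of cardiac thin filaments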
Numbers without * were called inactive.

Screening CCCN1C(=O)SC(CC(=O)Nc2ccc(Br)cc2)C1=O (centres undefined) returned SUMO Mot1 rescue 10.7, CDK5 p35 inh 1.2, PfHsp90 set2 24.6, PvdQ inh -11.0, Keap1 Nrf2 FP -3.2, Rtt109 HAT inh -2.8, NSD2 inh -5.2, LANA DNA inh -1.4, dFosB activator -9.6, RTF Ca sens inh -7.0 and cardiac RTF act 5.1.
For CCS(=O)(=O)c1ccc2oc(SCC(=O)NC3CCCC(C)C3C)nc2c1 (centres undefined) the results were SUMO Mot1 rescue -2.8, CDK5 p35 inh -1.1, PfHsp90 set2 -6.4, PvdQ inh -3.3, Keap1 Nrf2 FP -3.8, Rtt109 HAT inh -2.5, NSD2 inh -4.7, LANA DNA inh -0.8, dFosB activator -2.3, RTF Ca sens inh 1.6 and cardiac RTF act 3.4.
Screening CN1C(=O)NC(NC(=O)c2ccncc2)(C(F)(F)F)C1=O (centres undefined) returned SUMO Mot1 rescue 730.1, CDK5 p35 inh 1.8, PvdQ inh 9.1, Keap1 Nrf2 FP -3.9, Rtt109 HAT inh -1.8, NSD2 inh -6.7, LANA DNA inh -0.2, dFosB activator 0.1, RTF Ca sens inh -3.1 and cardiac RTF act -2.9.
Cc1cccc(NS(=O)(=O)c2cc3c4c(c2)CC(=O)N4CCC3)c1C was read as SUMO Mot1 rescue 18.9, CDK5 p35 inh -0.4, PfHsp90 set2 14.8, PvdQ inh 2.7, Keap1 Nrf2 FP 0.8, Rtt109 HAT inh 7.3, NSD2 inh 0.7, LANA DNA inh 1.3, dFosB activator -14.6, RTF Ca sens inh -1.3 and cardiac RTF act 2.7.
S=C(Nc1ccc(Oc2ccccc2)cc1)N1CCOCC1 was read as SUMO Mot1 rescue -6.0, CDK5 p35 inh 1.1, PfHsp90 set2 20.2, PvdQ inh -8.1, Keap1 Nrf2 FP 0.3, Rtt109 HAT inh 2.6, NSD2 inh 1.1, LANA DNA inh -1.0, dFosB activator -4.3, RTF Ca sens inh -10.8 and cardiac RTF act 3.5.
`O=C(NCCc1ccccc1)N1CCCC(CNS(=O)(=O)Cc2ccccc2)C1` (centres undefined) gave SUMO Mot1 rescue -0.7, CDK5 p35 inh -1.6, PfHsp90 set2 -8.1, PvdQ inh 6.4, Keap1 Nrf2 FP -2.5, Rtt109 HAT inh 10.1, NSD2 inh -1.0, LANA DNA inh 1.5, dFosB activator -7.0, RTF Ca sens inh 1.0 and cardiac RTF act 2.1.
C=CCNC(=O)c1cccc(OC2CCN(CC(C)(C)C)CC2)c1 was read as SUMO Mot1 rescue 11.6, CDK5 p35 inh -0.9, PfHsp90 set2 16.3, PvdQ inh -3.5, Keap1 Nrf2 FP 2.5, Rtt109 HAT inh -6.2, NSD2 inh -1.2, LANA DNA inh 0.6, dFosB activator 5.6, RTF Ca sens inh -18.7 and cardiac RTF act -1.8.
Cn1nnnc1Sc1ncnc2scc(-c3cccc4c3sc3ccccc34)c12 was read as SUMO Mot1 rescue -11.4, CDK5 p35 inh -0.6, PfHsp90 set2 -39.3, PvdQ inh -15.3, Keap1 Nrf2 FP -3.5, Rtt109 HAT inh -3.5, LANA DNA inh 2.5, dFosB activator 4.1, RTF Ca sens inh -6.1 and cardiac RTF act -1.2.
`O=C1NCCN1C(=O)c1ccccc1F` gave SUMO Mot1 rescue 10.7, CDK5 p35 inh -0.1, PvdQ inh -7.8, Keap1 Nrf2 FP -1.3, NSD2 inh -1.7, LANA DNA inh 0.1, dFosB activator -4.9, RTF Ca sens inh -3.4 and cardiac RTF act -0.4.
`O=C(COC(=O)CCS(=O)(=O)c1ccccc1)Nc1ccccc1` gave SUMO Mot1 rescue 61.4, CDK5 p35 inh 0.0, PfHsp90 set2 10.1, PvdQ inh -3.3, Keap1 Nrf2 FP -0.2, Rtt109 HAT inh -3.4, NSD2 inh 0.8, LANA DNA inh -0.5, dFosB activator -2.5, RTF Ca sens inh -0.9 and cardiac RTF act -5.8.
Screening C=CCc1cccc(/C=C/c2cc(=O)c3ccccc3[nH]2)c1O returned SUMO Mot1 rescue -23.7, CDK5 p35 inh 0.7, PfHsp90 set2 13.2, PvdQ inh -5.3, Keap1 Nrf2 FP -6.7, Rtt109 HAT inh -0.3, NSD2 inh 1.7, LANA DNA inh 0.3, dFosB activator -8.9, RTF Ca sens inh -1.5 and cardiac RTF act 9.2.
For CNC(=O)/C=C/c1cc(C(=O)c2ccc(Cl)cc2Cl)cn1C the results were SUMO Mot1 rescue -24.7, CDK5 p35 inh 1.1, PfHsp90 set2 -10.7, PvdQ inh -4.8, Keap1 Nrf2 FP 1.3, Rtt109 HAT inh -0.7, NSD2 inh 5.4, LANA DNA inh 0.2, dFosB activator -6.2, RTF Ca sens inh -3.5 and cardiac RTF act -5.6.
For CC(C)[C@H](NC(=O)[C@H](CCCN=C(N)N)NC(=O)NC(Cc1ccccc1)C(=O)O)C(=O)NC(C=O)CCCN=C(N)N (some centres undefined) the results were SUMO Mot1 rescue 0.2, CDK5 p35 inh -1.2, PfHsp90 set2 9.5, PvdQ inh -11.8, Keap1 Nrf2 FP -1.1, Rtt109 HAT inh -0.9, LANA DNA inh 3.5, dFosB activator 2.9, RTF Ca sens inh -17.4 and cardiac RTF act 10.3.
CCN(CC(=O)Nc1ccc(C(C)=O)cc1)CC(=O)Nc1cccc(OC)c1 was read as SUMO Mot1 rescue 4.7, CDK5 p35 inh -1.1, PvdQ inh -13.8, Keap1 Nrf2 FP 0.1, Rtt109 HAT inh 0.2, LANA DNA inh -1.0, dFosB activator -7.2, RTF Ca sens inh -8.2 and cardiac RTF act -2.5.
`C[C@H]1CN([C@@H](C)CO)C(=O)Cc2cc(NC(=O)Nc3ccccc3)ccc2O[C@H]1CN(C)Cc1ccccc1` gave CDK5 p35 inh -0.5, PfHsp90 set2 -10.8, PvdQ inh -0.1, Keap1 Nrf2 FP -3.2, Rtt109 HAT inh inconclusive, LANA DNA inh -2.1, dFosB activator -4.5, RTF Ca sens inh 1.1 and cardiac RTF act -0.9.
For CCn1c(Cc2ccccc2)nnc1SCC(=O)Nc1ccc(C)cc1 the results were SUMO Mot1 rescue 125.2, CDK5 p35 inh -2.2, PfHsp90 set2 -13.1, PvdQ inh 0.0, Keap1 Nrf2 FP 2.3, Rtt109 HAT inh -2.9, NSD2 inh 1.2, LANA DNA inh -1.5, dFosB activator -3.7, RTF Ca sens inh -3.1 and cardiac RTF act 0.7.
Screening O=C(CN(CCc1ccccc1)Cc1ccccc1)Oc1ccccc1P(=O)(O)O returned SUMO Mot1 rescue 195.9, CDK5 p35 inh 1.6, PfHsp90 set2 7.1, PvdQ inh 0.0, Keap1 Nrf2 FP -3.6, Rtt109 HAT inh -4.8, NSD2 inh -0.8, LANA DNA inh -1.2, dFosB activator 4.6, RTF Ca sens inh 2.6 and cardiac RTF act -2.2.
`CCCCOC(=O)CSCC(=O)Nc1cc(C)on1` gave SUMO Mot1 rescue -0.4, CDK5 p35 inh 0.6, PvdQ inh 0.8, Keap1 Nrf2 FP -1.2, Rtt109 HAT inh -5.1, NSD2 inh -0.3, LANA DNA inh -1.1, dFosB activator -4.0, RTF Ca sens inh 6.2 and cardiac RTF act 1.2.
`COC(=O)c1c(NC(=O)CSc2ncnc3ccccc23)sc(C)c1C` gave SUMO Mot1 rescue -0.3, CDK5 p35 inh 0.1, PfHsp90 set2 12.9, PvdQ inh -12.5, Keap1 Nrf2 FP -8.1, Rtt109 HAT inh 2.0, NSD2 inh -44.2, LANA DNA inh -0.2, dFosB activator -2.1, RTF Ca sens inh -6.3 and cardiac RTF act 6.0.
`Cc1csc(OCC(=O)Nc2ccc(C)c(C)c2)n1` gave SUMO Mot1 rescue -10.4, CDK5 p35 inh -0.1, PfHsp90 set2 32.5, PvdQ inh -1.4, Keap1 Nrf2 FP 1.0, Rtt109 HAT inh -4.7, NSD2 inh -2.1, LANA DNA inh -1.1, dFosB activator 3.0, RTF Ca sens inh -2.2 and cardiac RTF act 0.2.
Cc1ccccc1OCC(=O)OCC(=O)c1ccc(-c2ccccc2)cc1 was read as SUMO Mot1 rescue -6.2, CDK5 p35 inh 1.5, PfHsp90 set2 -13.9, PvdQ inh 3.9, Keap1 Nrf2 FP 5.2, Rtt109 HAT inh 34.2, NSD2 inh -1.3, LANA DNA inh 0.2, dFosB activator 1.9, RTF Ca sens inh 1.2 and cardiac RTF act -4.0.
Screening CCc1ccc(/C=N/NC(=O)C(=O)NCCCN2CCOCC2)cc1 returned SUMO Mot1 rescue -11.0, CDK5 p35 inh -0.2, PfHsp90 set2 30.8, PvdQ inh -9.2, Keap1 Nrf2 FP 0.9, Rtt109 HAT inh -8.3, NSD2 inh -2.9, LANA DNA inh 0.4, dFosB activator -1.9, RTF Ca sens inh -0.4 and cardiac RTF act -3.2.
Screening O=[N+]([O-])c1ccc(/C=N/Nc2nc(N3CCCCCC3)nc(N3CCCCCC3)n2)o1 returned SUMO Mot1 rescue -18.4, CDK5 p35 inh -4.7, PvdQ inh -15.1, Keap1 Nrf2 FP -8.6, Rtt109 HAT inh -4.7, NSD2 inh 27.4, LANA DNA inh -1.6, dFosB activator 1.4, RTF Ca sens inh -9.3 and cardiac RTF act 13.5.
Cc1cc(C)nc(SCC(=O)c2ccc(F)c(C)c2)n1 was read as SUMO Mot1 rescue 9.5, CDK5 p35 inh -0.2, PfHsp90 set2 12.8, PvdQ inh -7.1, Keap1 Nrf2 FP 2.3, Rtt109 HAT inh -2.1, NSD2 inh -6.0, LANA DNA inh 2.1, dFosB activator -4.6, RTF Ca sens inh -2.9 and cardiac RTF act 3.7.
For CCc1nn(C(C)C(=O)NC(C)CCc2ccco2)c(=O)c2cc3occc3n12 (centres undefined) the results were SUMO Mot1 rescue -3.9, CDK5 p35 inh 0.4, PfHsp90 set2 23.3, PvdQ inh -17.0, Keap1 Nrf2 FP -1.4, Rtt109 HAT inh 0.3, LANA DNA inh 3.4, dFosB activator -3.6, RTF Ca sens inh -4.0 and cardiac RTF act -0.2.
`Cc1ccc(NC(=O)CN2CCN(S(=O)(=O)c3cccs3)CC2)cc1S(=O)(=O)N(C)C` gave SUMO Mot1 rescue 7.2, CDK5 p35 inh -3.2, PfHsp90 set2 -48.6, PvdQ inh -2.6, Keap1 Nrf2 FP -3.3, Rtt109 HAT inh 8.6, NSD2 inh -9.9, LANA DNA inh 0.5, dFosB activator -5.4, RTF Ca sens inh 6.5 and cardiac RTF act 2.5.
For O=C1N(CC(=O)N2CCc3ccccc32)CCN1Cc1ccccc1Cl the results were SUMO Mot1 rescue -2.5, CDK5 p35 inh 0.8, PfHsp90 set2 -14.3, PvdQ inh -1.2, Keap1 Nrf2 FP 2.0, Rtt109 HAT inh -9.7, NSD2 inh 0.4, LANA DNA inh -0.3, dFosB activator -2.8, RTF Ca sens inh -2.3 and cardiac RTF act 1.5.
`CN(C(=O)c1ccccc1)c1ccc(OCC(=O)NC2CCS(=O)(=O)C2)cc1` (centres undefined) gave SUMO Mot1 rescue 1.7, CDK5 p35 inh -1.2, PfHsp90 set2 -2.1, PvdQ inh 2.4, Keap1 Nrf2 FP -2.0, Rtt109 HAT inh 11.7, NSD2 inh -2.9, LANA DNA inh -0.1, dFosB activator -2.7, RTF Ca sens inh -10.2 and cardiac RTF act -0.2.
